# mIAP activ: activators of mouse IAP, primary screen, biochemical, luminescence, uHTS; intestinal alkaline phosphatase [Mus musculus]; muIAP, CDP-Star luminescence, 30 min; hits give high values; 1 = vehicle-only enzyme signal, 0 = enzyme-free wells; activation factor at 10 µM; hit rate 0.24% among 330,000; AID 2805, 2010;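 active = activation factor of at least 2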; note: the source names both 10 and 20 µM as test concentration; values of inactives mirror those of a sister screen read the other way
#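 Assay system: mouse IAP enzyme / Compound: DMSO-dissolved test compounds / Timing: 30 min, room temperature / Measured by: luminescence from enzymatic CDP-Star hydrolysis / Control set: DMSO-only wells, enzyme-free buffer wells as negative control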
# APOBEC3A inh: APOBEC3A ssDNA deaminase inhibitors, primary screen, selectivity assay for APOBEC3G inhibitor project, biochemical, FAM/TAMRA oligo cleavage fluorescence; AID 493011, 2011; hit rate 0.41% among 330,000; inhibition, % at 20 µM; DNA dC->dU-editing enzyme APOBEC-3A (Homo sapiens), P31941; recombinant A3A, FAM/TAMRA ssDNA deamination fluorescence;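 active = at least 40% inhibition at 20 µM here, with at most 30% in a related deaminase screen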;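 note: plate controls were A3A with DMSO for no effect and wells lacking A3A enzyme for full effect; some results filed as inactive read as strong as hits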
# Target sequence (P31941 whole entry, looked up): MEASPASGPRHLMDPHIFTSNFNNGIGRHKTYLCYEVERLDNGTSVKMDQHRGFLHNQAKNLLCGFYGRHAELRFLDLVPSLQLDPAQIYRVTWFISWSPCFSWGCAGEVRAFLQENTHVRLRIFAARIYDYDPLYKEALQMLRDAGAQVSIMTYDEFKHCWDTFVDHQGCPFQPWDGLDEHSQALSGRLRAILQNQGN
# hIAP block: human IAP inhibitors, primary screen, biochemical, luminescence, uHTS; hit rate 0.12% among 330,000; inhibition, % at 10 µM; purified IAP, CDP-Star luminescence, 30 min; Intestinal-type alkaline phosphatase (Homo sapiens), P09923;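 active = inhibition reaching a set limit with compound at 10 µM in the primary screen, cut at about 35% in these data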;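 note: plate controls were DMSO wells with enzyme for no effect and no-enzyme buffer wells for full effect; values of inactives mirror those of a sister screen read the other way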
# hIAP activ: human IAP activators, primary screen, biochemical, luminescence, uHTS; activation factor at 10 µM; hit rate 0.16% among 330,000; purified human IAP, CDP-Star luminescence, 30 min; hits give high values; 1 = vehicle-only enzyme, 0 = enzyme-free background; Intestinal-type alkaline phosphatase (Homo sapiens), P09923;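 active = activation factor of the enzyme at least 2-fold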; note: the source names both 10 and 20 µM as test concentration; values of inactives mirror those of a sister screen read the other way
# mIAP inh: inhibitors of mouse IAP, primary screen, biochemical, luminescence, uHTS; intestinal alkaline phosphatase [Mus musculus]; purified mouse IAP, CDP-Star luminescence, 30 min; inhibition, % at 10 µM; hit rate 0.2% among 330,000; AID 2806, 2010;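 active = inhibition of at least 40% at 10 µM in the primary screen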;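 note: plate controls were DMSO with enzyme for no effect and no enzyme wells for full effect; values of inactives mirror those of a sister screen read the other way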
# APOBEC3G inh: APOBEC3G DNA deaminase inhibitors, primary screen, biochemical, fluorescence, single-stranded DNA substrate, uHTS; inhibition, % at 20 µM; recombinant A3G, ssDNA deamination FAM/TAMRA fluorescence; DNA dC->dU-editing enzyme APOBEC-3G (Homo sapiens), Q9HC16; hit rate 0.28% among 330,000;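 active = inhibition of at least 40% at 20 µM, with no more than 30% in the related APOBEC3A deaminase screen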;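 note: plate controls were DMSO wells with A3G for no effect and wells lacking A3G enzyme for full effect; some compounds called inactive have numbers as strong as hits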
# Target sequence (Q9HC16 whole entry, looked up): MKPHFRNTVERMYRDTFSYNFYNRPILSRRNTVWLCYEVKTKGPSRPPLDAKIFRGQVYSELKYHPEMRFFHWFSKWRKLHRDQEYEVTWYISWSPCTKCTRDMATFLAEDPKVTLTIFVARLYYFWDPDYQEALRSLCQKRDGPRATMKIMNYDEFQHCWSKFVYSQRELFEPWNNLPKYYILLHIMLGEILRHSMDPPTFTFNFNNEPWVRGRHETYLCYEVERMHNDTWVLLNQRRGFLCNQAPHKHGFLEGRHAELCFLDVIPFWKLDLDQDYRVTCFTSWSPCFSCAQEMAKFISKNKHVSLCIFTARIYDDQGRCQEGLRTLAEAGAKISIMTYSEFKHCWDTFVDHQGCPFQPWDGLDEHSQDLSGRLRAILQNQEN
# SENP1 FRET inh: human SENP1 catalytic domain inhibitors, primary screen, biochemical, FRET, uHTS | Sentrin-specific protease 1 (Homo sapiens), Q9P0U3 | recombinant SENP1 catalytic domain, CyPet-SUMO1-YPet FRET cleavage | inhibition, % at 10 µM | hit rate 0.21% among 360,000 | AID 624204, 2012;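 active = inhibition at least 30% at 10 µM, raw YFP signal under a set limit, fluorescence ratio 0.5 to 1.5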;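 note: 0% = enzyme with DMSO and 100% = no enzyme wells; some results filed as inactive read as strong as hits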
# Target sequence (Q9P0U3 419-644 limits assumed): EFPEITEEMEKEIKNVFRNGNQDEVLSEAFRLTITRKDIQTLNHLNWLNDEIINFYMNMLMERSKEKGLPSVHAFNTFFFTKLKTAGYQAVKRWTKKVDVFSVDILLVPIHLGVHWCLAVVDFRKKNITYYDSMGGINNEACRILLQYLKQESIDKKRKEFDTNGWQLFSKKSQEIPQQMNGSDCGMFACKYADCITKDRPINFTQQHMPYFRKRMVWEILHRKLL
#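 System: Recombinant human SENP1 catalytic domain, His6-tagged | Incubation: Enzyme reaction for 50 min at room temperature, dark | Medium: Tris pH 8 with BME, BSA, NP40 and catalase | Also added: 25 nM SUMO1 FRET substrate | Compound: 10 µM single point, 0.5% DMSO | Measured by: FRET fluorescence in CFP and YFP emission channels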
# beta cell repl: inducers of MIN6 beta-cell proliferation, primary screen, ATP luminescence, uHTS. MIN6 cells proliferation, ATPlite luminescence, 48 h; cells starved in 0.2% serum; 100% = growth in 10% serum. proliferation, % at 10 µM. hit rate 0.29% among 330,000;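 active = compounds whose signal lies at least 3.5 SD above the mean of all wells on their plate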;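 note: 0% = DMSO-treated cells in low-serum medium and 100% = 10% serum control; some compounds called inactive have numbers as strong as hits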
# NLRP3 yeast inh: NALP3 inflammasome inhibitors in reconstituted yeast, primary screen, luminescence, uHTS; AID 2825, 2010; hit rate 0.39% among 330,000; inhibition, % at 10 µM; Yeast reconstituted NLRP3/ASC/caspase-1, beta-gal luminescence, 24 h;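 active = inhibition of 50% or more; inactive = inhibition below 50%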;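 note: plate controls were induced DMSO wells for no effect and uninduced yeast grown without galactose for full effect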
# Starred values were filed as active, the others as inactive; nt = not tested or not shown.
# Each structure is followed by: mIAP activ	APOBEC3G inh	hIAP activ	mIAP inh	SENP1 FRET inh	APOBEC3A inh	hIAP block	beta cell repl	NLRP3 yeast inh
CSc1ccccc1NC(=O)CN(C)C(C)C(=O)NC(=O)NC1CCCCC1 (configuration not stated)
→ 1	-10	1.3	-1	3	-2	-26	-3	5
CC(OC(=O)CCc1nc2ccccc2c(=O)[nH]1)C(=O)c1ccc(Br)cc1 (configuration not stated)
→ 1	-5	0.78	-1	-1	-1	22	0	14
O=C(Cn1cc(F)c(=O)[nH]c1=O)NCCO
→ 0.97	-6	0.91	2	0	-3	9	-3	-1
COCCNC(=O)/C(C#N)=C/c1ccc(SC)cc1
→ 0.92	-4	1.1	8	-1	0	-14	-3	17
O=C(NCC1CCCN(C(=O)c2cccnc2)C1)c1ccc(-c2ccccc2)cc1 (configuration not stated)
→ 0.94	-13	0.99	6	1	3	1	-3	7
Cn1cnc(C(=O)N2CCN(C(=O)OC(C)(C)C)CC2)c1C(=O)N1CCN(C(=O)OC(C)(C)C)CC1
→ 1.2	8	1.2	-17	0	46*	-20	-1	5
O=C(CNC(=O)c1ccccc1)N/N=C/c1ccc([N+](=O)[O-])o1
→ 0.77	-7	1.2	23	-3	-2	-18	-4	8
CCOC(=O)c1cc2c(ccn2C)n1Cc1ccccc1C
→ 1	-3	1.5	-2	-14	6	-45	-2	-14
O=C(Nc1cnccn1)c1cccc(C(F)(F)F)c1
→ 0.91	-7	0.91	9	1	-2	9	-1	17
CCOC(=O)C1=C(C)Nc2ncnn2C1c1cc(Br)ccc1F (configuration not stated)
→ 0.98	0	0.9	2	3	4	10	-2	13
Cc1cccc(C(=O)NC(=S)NNC(=O)COc2ccc(Cl)cc2)c1
→ 0.81	14	1.3	19	1	-3	-30	-3	24
COc1ccccc1/C=N/NC(=O)Cn1cnc([N+](=O)[O-])n1
→ 0.99	-6	1.1	1	3	5	-12	0	-5
CCOP(=O)(OCC)C(NC(=O)Nc1ccc(Cl)cc1)C(N)=O (configuration not stated)
→ 0.95	0	1	5	1	1	-2	0	15
Cc1ccc(-c2cc(C(F)F)nc3sc4c(=O)[nH]cnc4c23)cc1
→ 0.92	-2	1.2	8	-10	-3	-17	-8	12
CCc1ccccc1NC(=O)CCS(=O)(=O)c1ccc2c(c1)CCCN2C(C)=O
→ 1	-4	1.3	0	2	-3	-28	-1	16
Cc1cccc(-c2nnc(SCC(=O)Nc3cc(C)on3)n2C)c1
→ 0.96	-11	1.1	4	2	-2	-10	1	14
CCOc1ccc(CN2CCN(Cc3nc4c(s3)CCCC4)CC2CCO)cc1 (configuration not stated)
→ 0.98	-9	1.1	2	-2	-2	-11	-4	14
Cc1ccc(C2(C)NC(=O)N(CC(=O)Nc3ccc4[nH]c(=O)[nH]c4c3)C2=O)cc1 (configuration not stated)
→ 0.87	16	1	13	-4	12	-5	-1	-3
CCOc1cc2[nH]c(=O)n(CCc3ccc(OC)c(OC)c3)c(=O)c2cc1OCC
→ 0.96	-3	0.9	4	-3	3	10	-5	-7
COC(=O)CSc1nc(N2CCCCC2)c2c(c1C#N)CCCC2
→ 1.1	-3	1	-5	1	-1	-2	-2	6
COc1cccc(NC2=NC3(CCCCC3)N=C(N)N2)c1
→ 1.5	-1	1	-54	1	-1	-2	-2	6
Cn1c(OCc2ccc3c(c2)OCO3)nc2c1c(=O)n(Cc1ccc(Cl)c(Cl)c1)c(=O)n2C
→ 0.97	-5	1.2	3	0	2	-17	-3	7
COc1cccc(CN2CCNC(=O)C2CC(=O)N(C)CC2CCOCC2)c1 (configuration not stated)
→ 0.93	-8	1.1	7	-7	0	-14	-4	15
Cc1cccc(NC(=S)N(CCc2nc3cc(C)c(C)cc3[nH]2)Cc2cccnc2)c1
→ 1.1	-3	1	-6	3	-2	0	4.8*	10
COc1ccccc1NS(=O)(=O)c1cccc(C(=O)N/N=C/c2ccccc2OCC(=O)O)c1
→ 0.94	-4	1.2	6	1	2	-18	-1	-3
O=C(c1ccc(C(=O)N2CCN(c3ccccc3F)CC2)nc1)N1CCN(c2ccccc2F)CC1
→ 1.1	-5	1.1	-10	3	0	-9	2	6
CCOC(=O)Nc1ccc2c(c1)N(C(=O)CCN1CCN(CCO)CC1)c1ccccc1S2
→ 0.97	-5	1.1	2	1	-5	-9	0	-9
COc1ccccc1N1CCN(C(=O)CCn2c(=O)[nH]c3ccccc3c2=O)CC1
→ 0.84	-7	1	16	-1	-1	-4	0	10
COc1ccc(N2C(=O)N3[C@H](c4ccc(Br)cc4)[C@@H]4C(=O)N(C(C)(C)C)C(=O)[C@@H]4[C@]3(Cc3ccccc3)C2=O)cc1
→ 0.96	-7	0.99	4	3	-1	1	-3	1
Cc1ccc(S(=O)(=O)N2CCN(C(=O)c3ccc4nc[nH]c4c3)CC2)cc1
→ 0.95	0	1	5	-1	4	-2	0	-14
O=C(NCCc1ccc(Cl)cc1)C(=O)Nc1cc2c3c(c1)CC(=O)N3CCC2
→ 0.98	-2	0.96	2	-1	3	4	1	-5
COc1ccc(NC(=O)c2ccc(NC3=NC4CS(=O)(=O)CC4S3)cc2)cc1 (configuration not stated)
→ 0.92	-4	0.96	8	3	-4	4	-2	-2
Cc1nn(C)c(C)c1C1C(C#N)=C(N)OC2=C1C(=O)CCC2 (configuration not stated)
→ 1	-7	1	-1	-25	-1	-2	0	15
COc1ccc(CCNC(=O)c2cc(=O)[nH]c3ccc(Br)cc23)cc1OC
→ 0.97	0	1	3	1	4	-1	-2	6
COc1ccc(NC(=O)Nc2ccon2)c(OC)c1
→ 0.94	-4	0.9	6	0	-1	10	3	-3
CC(C)C(=O)Nc1cccc(S(=O)(=O)c2cccc(NC(=O)C(C)C)c2)c1
→ 1	1	1.1	-3	3	6	-9	-3	12
COc1ccccc1CNC(=O)COC(=O)c1ccco1
→ 1.1	-2	1	-6	1	4	0	1	17
Cc1cccc(OCC(=O)Nc2ccccc2N2CCCCC2)c1
→ 1	-2	0.92	0	2	1	8	-4	3
COCCNC(=O)CN(C(=O)CCC(=O)Nc1ccccn1)c1ccccc1OC
→ 1	8	0.95	-4	1	-5	5	-3	9
Cn1c(=O)c2c(nc(NCCCO)n2Cc2cccc(C(F)(F)F)c2)n(C)c1=O
→ 1	-4	1.1	0	3	-3	-11	-3	12
Cc1cccc(/C=N/NC(=O)c2cccc(NC(=O)c3ccccc3)c2)n1
→ 0.92	-8	0.99	8	-32	0	1	-4	4
CN(CCCN1CCOCC1)C(=O)c1cc(COc2c(F)cccc2F)on1
→ 1	4	0.75	-3	2	0	25	-1	10
Cc1ccc(Cn2cccc2C2=NC(C)CO2)cc1 (configuration not stated)
→ 0.93	-6	0.93	7	1	-5	7	1	7
CCn1c(SCC(N)=O)nnc1-c1ccc2[nH]c(C)c(C)c2c1
→ 1.1	0	1	-7	-45	0	-1	-3	-17
CN(C)c1ccc(NC2=C(Cl)C(=O)c3ccccc3C2=O)cc1
→ 0.92	-7	0.95	8	1	-2	5	-6	16
CC(=O)N1c2ccc(S(=O)(=O)NCCC(=O)NCCc3ccc(Cl)cc3)cc2CC1C (configuration not stated)
→ 1.1	-1	1.1	-6	0	0	-7	-5	1
Cc1ccc(OCC(=O)N/N=C/c2cccnc2)cc1C
→ 1	6	0.94	-3	1	3	6	-1	13
S=C(Nc1cccc(Br)c1)N1CCn2cccc2C1c1cccnc1 (configuration not stated)
→ 0.98	-4	1.2	2	-1	-8	-17	-3	-2
Cc1nc2c3ccccc3n(CCN3CCCCC3)c2s1
→ 0.9	-3	1.1	10	nt	0	-5	0	1
Cc1ccc(-c2noc(CN(C(=O)C34CC5CC(CC(C5)C3)C4)C(C)C)n2)cc1
→ 1	0	0.84	-1	0	4	16	-2	11

# Other compounds.
# Each structure is followed by: mIAP activ	APOBEC3G inh	hIAP activ	mIAP inh	SENP1 FRET inh	APOBEC3A inh	hIAP block	beta cell repl	NLRP3 yeast inh
O=C(Nc1nnc(SCC(=O)N2CCCCC2)s1)c1cccs1
→ 0.92	-4	0.95	8	0	-3	5	-1	7
CCc1nnc(SCC(=O)Nc2ccccc2)nc1CC
→ 0.99	7	0.97	0	4	6	3	0	13
CCC(C(=O)c1ccc2ncccc2c1)c1ccccc1 (configuration not stated)
→ 1	-1	0.83	0	0	2	16	-2	-24
COC(=O)c1nnn(CC(=O)Nc2cccc(Cl)c2C)c1C(=O)OC
→ 1.1	-2	1	-10	1	1	-1	-3	10
C[C@@H]1C(c2ccc(F)cc2)=NN(c2ccc(Br)cc2)[C@H]1C(=O)N1CCOC1=O
→ 1	5	nt	-4	-17	3	nt	nt	nt
COc1cccc(/C=C/C(=O)N2CCN(c3ccccn3)CC2)c1
→ 0.98	-10	1	2	0	18	-4	-3	23
COc1ccc(C(OCC2CO2)c2ccc(OC)cc2)cc1 (configuration not stated)
→ 1.1	-5	1	-6	nt	0	-2	-2	5
CCC(=O)c1ccc2c(c1)N(CCCN(C)C)c1ccccc1S2
→ 0.92	2	0.96	8	17	-1	4	-8	28
Cc1ccc(NC(=O)c2ccc(S(=O)(=O)N3CCCCC3)cc2)nc1
→ 0.93	-3	1.1	7	1	0	-8	-1	30
COc1ccc(C(CC(=O)Nc2ccc(C)cn2)N2Cc3ccccc3C2=O)cc1 (configuration not stated)
→ 1	-6	1.2	-4	0	-2	-16	-2	-12
CC(=O)c1cccc(NC(=O)c2ccc(N(Cc3ccccc3)S(C)(=O)=O)cc2)c1
→ 0.97	-10	0.89	3	2	-2	11	-1	11
COc1cccc(N(C(=O)CNC(=O)c2ccco2)C(C(=O)NC2CCCC2)c2ccncc2)c1 (configuration not stated)
→ 0.95	-11	1.2	5	1	-5	-18	-1	5
O=c1c2oc3ccccc3c2[nH]c(=S)n1-c1ccc(F)cc1
→ 0.97	-5	1.1	3	0	3	-9	-1	9
CCCNCc1cc(OC)c(OCc2ccccc2)cc1Br
→ 0.97	-7	1.2	3	2	-4	-16	-1	8
O=C(c1ccccc1)N1CC(COc2ccccc2)OC(c2cccnc2)O1 (configuration not stated)
→ 0.96	9	1.1	4	-1	5	-11	2	24
Cc1nn(Cc2ccccc2Cl)c(Cl)c1/C=C/C(=O)OCC(=O)NC(N)=O
→ 1	-5	1.1	-4	1	-4	-7	-2	22
O=C(NCc1ccccn1)Nc1ccc(Br)cc1
→ 1.1	-2	0.98	-11	2	6	2	-2	17

# Compound activity deposited in PubChem by Sanford-Burnham Center for Chemical Genomics.

# These rows are one share of the data; rates above refer to the full screens.
